TRPC4 inh: inhibitors of mouse TRPC4 channel, primary screen, Fluo4 calcium, HEK293 TRPC4beta/mu-opioid cells | B-score at 10 µM | hit rate 0.39% among 300,000 | DAMGO-evoked Fluo4 calcium flux; hits give low values;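 active = B-score over 3 SD under the library average, no early fluorescence shift, positive overall ratio signal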
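test system = HEK293 cells with stable TRPC4beta plus mu-opioid receptor expression | detection = Fluo4 Ca2+ flux fluorescence | read-out = integrated fluorescence ratio relative to baseline, converted to per-well B score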
ANO1 activ: TMEM16A chloride channel activators or potentiators, primary screen, cell-based, HTS; Anoctamin-1 (Mus musculus), Q8BHY3; HEK293 TMEM16A/YFP-H148Q/I152L, iodide quench fluorescence; hits give low values; B-score at 10 µM; hit rate 0.3% among 340,000;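 active = fluorescence-ratio B-score plate-corrected deviation score at least 3 library SD below zero, with starting fluorescence score within 5 deviations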;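 also: channel opened by trigger with iodide after compound preincubation; score built on the fluorescence ratio of max minus min over baseline; more negative score means more quench and so TMEM16A activation or potentiation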
TRPC4 PAM: positive allosteric modulators of TRPC4, primary screen, cell-based, mouse TRPC4beta, HEK293 mu-opioid, Fluo-4 calcium; DAMGO EC20, Fluo-4 Ca2+ flux; hits give high values; B-score at 10 µM; Short transient receptor potential channel 4 (Mus musculus), Q9QUQ5; hit rate 0.42% among 310,000;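 active = B-score of calcium response area above 5 SD of library B-scores, with initial fluorescence ratio within 5 SD of library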;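 also: B-score of integrated fluorescence ratio over time as area under calcium response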
RGS4 block: RGS4 inhibitors, primary screen, cell-based, HEK293 M3R inducible RGS4, calcium flux; Regulator of G-protein signaling 4 (Homo sapiens), P49798; Fluo-4 calcium flux; hits give high values; triggered by carbachol at its EC20; B-score at 10 µM; hit rate 0.45% among 310,000;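 active = B-score, a plate-corrected calcium signal, over three deviations above library mean, with baseline fluorescence within five deviations of library mean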;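 also: RGS4 expression induced by doxycycline in cells with stable M3 receptor; B-score is computed from the integrated fluorescence ratio over baseline after carbachol; higher B-score means a larger calcium signal and so more RGS4 inhibition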
Target sequence (P49798 whole entry, looked up): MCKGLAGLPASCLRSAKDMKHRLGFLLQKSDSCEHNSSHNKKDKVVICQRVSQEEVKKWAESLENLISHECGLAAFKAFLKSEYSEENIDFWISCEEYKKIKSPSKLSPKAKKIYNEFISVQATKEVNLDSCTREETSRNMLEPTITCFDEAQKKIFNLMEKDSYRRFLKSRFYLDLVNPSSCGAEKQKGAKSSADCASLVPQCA
MrgX1 antagonist: antagonists of human MrgX1 receptor, primary screen, HEK293 cells, Fluo-4 calcium flux; BAM8-22 antagonism; hits give low values; hit rate 1.3% among 310,000; B-score at 10 µM; AID 588676, 2011;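 active = calcium-response B-score plate-corrected more than 3 library SD below zero, starting fluorescence within 5 deviations, no agonist response on first addition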;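 also: peak minus trough fluorescence over baseline after final BAM8-22 challenge near maximal dose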
Target sequence (Q96LB2 whole entry, looked up): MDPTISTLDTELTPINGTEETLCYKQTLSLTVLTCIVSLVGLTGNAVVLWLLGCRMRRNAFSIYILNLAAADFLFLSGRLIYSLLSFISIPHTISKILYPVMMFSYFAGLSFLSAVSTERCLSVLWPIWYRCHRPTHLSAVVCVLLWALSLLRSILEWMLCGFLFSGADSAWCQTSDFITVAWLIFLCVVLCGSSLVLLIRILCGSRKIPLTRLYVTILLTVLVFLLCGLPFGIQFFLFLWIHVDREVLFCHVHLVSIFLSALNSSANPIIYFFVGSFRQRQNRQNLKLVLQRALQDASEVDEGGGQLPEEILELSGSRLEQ
ANO1 block: TMEM16A chloride channel inhibitors, primary screen, cell-based, HTS | normalized B-score (activity score, 25-100; higher = stronger inhibition) at 10 µM | Anoctamin-1 (Mus musculus), Q8BHY3 | hit rate 1.2% among 310,000 | AID 588511, 2011 | HEK293 TMEM16A/YFP iodide influx fluorescence, ionomycin;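 active = ratio plate-corrected score three or more library SD toward inhibition, starting fluorescence score within five deviations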;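 also: score derived from kinetic fluorescence span divided by baseline fluorescence per well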
TRPC4 act: activators of mouse TRPC4 channel, primary screen, Fluo4 calcium, HEK293 TRPC4beta/mu-opioid cells | Short transient receptor potential channel 4 (Mus musculus), Q9QUQ5 | Fluo4 calcium fluorescence; hits give high values | B-score at 10 µM | hit rate 0.49% among 310,000;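 active = B-score above 5 SD of library B-scores, and initial fluorescence ratio not above library mean plus 5 SD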;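 also: positive B-score marks a calcium rise read as TRPC4 activation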
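Material: HEK293 stable line with TRPC4beta plus mu-opioid receptor; technique: Fluo4 calcium-sensitive dye fluorescence, kinetic, 1 Hz baseline; timing: Fluo4 dye loading 45 min at room temperature, 110 s recording; controls: assay buffer as low control, maximal DAMGO as high control; read-out: integrated baseline-normalised fluorescence ratio, converted to per-well B score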
TRPC6 activator: mouse TRPC6 channel activators, primary screen, cell-based, HEK293, membrane potential dye; AID 2550, 2010; HEK293-TRPC6 membrane potential dye fluorescence; hits give high values; hit rate 0.13% among 310,000; Short transient receptor potential channel 6 (Mus musculus), Q61143; B-score at 10 µM;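 active = B-score of the integrated fluorescence ratio above library mean plus 3 SD, and starting fluorescence ratio within library mean plus 5 SD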;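 also: higher score means more depolarization so channel activation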
MrgX1 allo act: positive allosteric modulators of MrgX1, primary screen, HEK293 cells, Fluo-4 calcium flux | Mas-related G-protein coupled receptor member X1 (Homo sapiens), Q96LB2 | FDSS; hits give high values | B-score at 10 µM | hit rate 0.63% among 310,000 | AID 588675, 2011;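 active = plate-corrected calcium response at least 3 library SD above typical, normal starting fluorescence, not activating the receptor alone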;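 also: compound read alongside a low EC10 to EC30 dose of BAM8-22 agonist; peak minus trough fluorescence over baseline measured at the second addition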
TRPC6 inhibitor: mouse TRPC6 channel inhibitors, primary screen, cell-based, HEK293, membrane potential dye. Short transient receptor potential channel 6 (Mus musculus), Q61143. ACh-evoked depolarization; hits give low values. B-score at 10 µM. hit rate 1.1% among 310,000;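 active = B-score under library mean minus 3 SD, initial fluorescence not abnormally high, positive integrated signal ratio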;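 also: B-score derived from integrated fluorescence ratio over the kinetic read; more negative B-score means stronger inhibition of depolarization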
MrgX1 agonist: agonists of human MrgX1 receptor, primary screen, HEK293 cells, Fluo-4 calcium flux | Mas-related G-protein coupled receptor member X1 (Homo sapiens), Q96LB2 | Fluo-4 calcium fluorescence, agonist mode; hits give high values | B-score at 10 µM | hit rate 0.44% among 310,000 | AID 588627, 2011;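 active = calcium response B-score plate-corrected fluorescence ratio at least 3 library SD, with starting fluorescence B-score inside 5 SD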
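Assay system: stable human MrgX1 HEK293 cell line. Quantity: 15,000 cells per well. Schedule: cells plated overnight, dye loaded 0.5 h 37 °C, 0.5 h room temperature. Detection: Fluo-4 NW calcium-flux fluorescence, kinetic read. Read-out basis: peak-minus-minimum fluorescence over baseline, converted to B scores. Control set: positive and negative control wells on each plate.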
* marks the source's active call; other numbers are inactive results; i = inactive; . = no result given.

The line under a structure holds: TRPC4 inh, ANO1 activ, TRPC4 PAM, RGS4 block, MrgX1 antagonist, ANO1 block, TRPC4 act, TRPC6 activator, MrgX1 allo act, TRPC6 inhibitor, MrgX1 agonist
> CCOc1ccc(S(=O)(=O)N(CCO)CCO)cc1-c1nc2c(C(C)(C)C)nn(C)c2c(=O)[nH]1
  i, i, i, i, i, i, i, i, i, i, i
> CN(C)CCCN(C(=O)c1ccc2c(c1)CCCC2)c1nc2ccc(Cl)cc2s1
  i, i, i, i, i, i, i, i, i, i, i
> O=C(CN(Cc1ccco1)C(=O)c1ccc(Cl)cc1)Nc1c(Cl)cc(Cl)cc1Cl
  i, i, i, i, i, i, i, i, i, i, i
> NS(=O)(=O)c1ccc(NC(=O)COC(=O)c2ccc([N+](=O)[O-])s2)cc1
  i, i, i, i, i, i, i, i, i, i, i
> COC(=O)c1sc2nc3c(cc2c1N)COC(C)(C)C3
  i, i, i, i, i, i, i, i, i, i, i
> Cc1cccn2c(=O)c3cc(S(=O)(=O)c4ccc(Br)cc4)c(=N)n(C4CCCC4)c3nc12
  i, i, i, i, i, i, i, i, i, i, i
> Cc1ccc(NC(=O)CCN2CCN(CCO)CC2)cc1Br
  i, i, i, i, i, i, i, i, i, i, i
> Cc1cc(NS(=O)(=O)c2ccc(NS(=O)(=O)c3cc(C)c(Cl)cc3Cl)cc2)no1
  i, i, i, i, i, i, i, i, i, i, i
> O=C(CN1CCOCC1)NCC12CC3CC(CC(C3)C1)C2
  i, i, i, i, i, i, i, i, i, i, i
> O=c1c2ccccc2[nH]c(=S)n1CCN1CCN(Cc2ccccc2)CC1
  -6*, i, i, i, i, i, i, i, i, i, i
> O=C(CSc1nnc2ccccn12)Nc1ccc2c(c1)OCCO2
  i, i, i, i, i, i, i, i, i, i, i
> COCCNC(=O)c1ccc(NS(=O)(=O)c2cc(C)ccc2C)cc1
  i, i, i, i, i, i, i, i, i, i, i
> CCC1CCCCN1CCCNC(=O)CNC(=O)c1nn(-c2ccc(OC)cc2)c(=O)c2ccccc12 (configuration not stated)
  i, i, i, i, i, i, i, i, i, i, i
> C#CC(C)(CC)NC(=O)Cn1nnc(-c2cccc(C(F)(F)F)c2)n1 (configuration not stated)
  i, i, i, i, i, i, i, i, i, i, i
> Cc1ccc(CNC(=O)/C=C/c2ccc(Br)o2)cc1
  i, i, i, i, i, i, i, i, i, i, i
> COc1ccccc1N(C(=O)c1snc(C(N)=O)c1N)C(C(=O)NC1CCCC1)c1ccc(N(C)C)cc1 (configuration not stated)
  i, i, i, i, i, i, i, i, i, i, i
> CN(C)CCN(C(=O)/C=C/c1cccs1)c1nc2ccc(F)cc2s1
  i, i, i, i, i, i, i, i, i, i, i
> Cc1cccc(/C=C\c2nc3ccccc3c(=O)[nH]2)c1
  i, i, i, i, i, i, i, i, i, i, i
> CC(C)(C)NC(=O)CN(Cc1ccc2c(c1)OCO2)C(=O)CNS(=O)(=O)c1ccccc1
  i, i, i, i, i, i, i, i, i, i, i
> Cc1ccc(NC(=O)NCCN2CCN(c3ccccc3)CC2)cc1Cl
  i, i, i, i, i, i, i, i, i, i, i
> Cc1cccnc1NC(=O)C(c1ccccc1)c1ccccc1
  i, i, i, i, i, i, i, i, i, i, i
> COc1ccccc1N1CCN(C(=O)c2ccc(CN3CCOCC3)cc2)CC1
  i, i, i, i, i, i, i, i, i, i, i
> CCOC(=O)N1CCN(C(=O)Cc2cccs2)CC1
  i, i, i, i, i, i, i, i, i, i, i
> CCOC(=O)COc1ccc2c(=O)cc(-c3ccccc3)oc2c1
  i, i, i, i, i, i, i, i, i, i, i
> CCOc1cc(/C=N/N=C(\N)c2nonc2N)cc(Br)c1OCc1cccc2ccccc12
  i, i, i, i, i, i, i, i, i, i, i
> Cc1cc(C)cc(NC(=O)CN(C)S(=O)(=O)c2cnc[nH]2)c1
  i, i, i, i, i, i, i, i, i, i, i
> COc1ccc(-c2noc(CCC(=O)N3CCN(c4cc(C)ccc4C)CC3)n2)cc1
  i, i, i, i, i, 100*, i, i, i, i, i
> CNC(=S)N(CCc1c(C)[nH]c2ccc(F)cc12)Cc1ccco1
  i, i, i, i, i, i, i, i, i, i, i
> Cc1cc(C)c(C)c(S(=O)(=O)N2CCN(C(=O)C3CCC3)CC2)c1C
  i, i, i, i, i, i, i, i, i, i, i
> CCN(CC)c1ccc(/C=N/N2CCOCC2)cc1
  i, i, i, i, i, i, i, i, i, i, i
> CCOC(=O)N1CCN(C(=O)COc2ccccc2[N+](=O)[O-])CC1
  i, i, i, i, i, i, i, i, i, i, i
> COc1ccccc1-c1nnc(Nc2nc3c(OC)cccc3s2)o1
  i, i, i, i, i, i, i, i, i, i, i
> Cc1ccc(C(=O)Nc2ccccc2Oc2ccccc2)o1
  i, i, i, i, -4.5*, i, i, i, i, i, i
> COCCNC(=S)N(CCc1c(C)[nH]c2ccc(F)cc12)Cc1ccco1
  i, i, i, i, i, i, i, i, i, i, i
> COc1ccccc1CNS(=O)(=O)CCNC(=O)c1ccccc1
  i, i, i, i, i, i, i, i, i, i, i
> CC(C)Cn1c([N+](=O)[O-])nc2c1c(=O)[nH]c(=O)n2C
  i, i, i, i, i, i, i, i, i, i, i
> COc1ccc(-c2nnc(SCc3cccc(C#N)c3)o2)cc1
  i, i, i, i, i, i, i, i, i, i, i
> COC(=O)c1ccc(-n2c(C)cc(C(=O)CSc3cccc[n+]3[O-])c2C)cc1
  i, i, i, i, i, i, i, i, i, i, i
> O=C(Nc1nccs1)C(NS(=O)(=O)c1ccc(Br)s1)c1ccccc1 (configuration not stated)
  i, i, i, i, i, i, i, i, i, i, i
> C=C(C)CN(CC)C(=O)CN1C(=O)NC2(CCc3ccccc32)C1=O (configuration not stated)
  i, i, i, i, i, i, i, i, i, i, i
> O=C(NCCc1ccccc1)C1CCC(CNS(=O)(=O)c2ccc(F)cc2)CC1 (configuration not stated)
  i, i, i, i, i, i, i, i, i, i, i
> Cc1cccc(N2C(=O)C(O)=C(C(=O)c3cccs3)C2c2ccc(F)cc2)n1 (configuration not stated)
  i, i, i, i, i, i, i, i, i, i, i
> CCc1ccccc1NC(=S)N(CCN1CCOCC1)Cc1ccccc1F
  i, i, i, i, i, i, i, i, i, i, i
> CCN(CC(=O)NCc1ccc(Cl)cc1)C(=O)CCOc1ccc(C)cc1
  i, i, i, i, i, i, i, i, i, i, i
> Cc1ccc(S(=O)(=O)/N=C(\N)Nc2nc(C)c3ccccc3n2)cc1
  i, i, i, i, i, i, i, i, i, i, i
> COc1ccc2c(c1)OC[C@H]1[C@H]2N2C(=O)c3cc(OC)c(OC)cc3NC(=O)[C@@]2(C)[C@H]1c1ccccc1
  ., i, ., ., i, i, ., ., i, ., i
> CCn1c(=O)n(CC)c2cc(NS(=O)(=O)c3ccccc3)ccc21
  i, i, i, i, i, i, i, i, i, i, i
> COc1ccc(COc2cc(-c3cccc(OC)c3)nc3ccc(NC(=O)c4ccc(OC)cc4)cc23)cc1
  i, i, i, i, i, i, i, i, i, i, i
> O=C(CC12CC3CC(CC(C3)C1)C2)NCc1ccccc1
  i, i, i, i, i, i, i, i, i, i, i
> COc1ccc(C(=O)CSc2nnc(-c3cc4ccccc4cc3O)n2Cc2ccco2)cc1
  i, i, i, i, i, i, i, i, i, i, i
> CC(=O)N/N=C(\C)CC(=O)Nc1cccc(C(F)(F)F)c1
  i, i, i, i, i, i, i, i, i, i, i
> COc1cc2c(cc1NC(=O)CSc1ccc(C)cc1)oc1ccccc12
  i, i, i, i, i, i, i, i, i, i, i
> CCOc1ccccc1C(=O)N[C@H](C(=O)OCc1cc([N+](=O)[O-])cc2c1OCOC2)C(C)C
  i, i, i, i, i, i, i, i, i, i, i
> CC1(C)CC(=O)C(C=NCCN2CCNC2=O)=C(O)C1
  i, i, i, i, i, i, i, i, i, i, i
> Cc1ccc(-n2c(CCC(=O)O)ccc2-c2cccs2)cc1C
  i, i, i, i, i, i, i, i, i, i, 29*
> O=C(NCc1ccccc1Cl)C(=O)NCC1OCCN1S(=O)(=O)c1cccs1 (configuration not stated)
  i, i, i, i, i, i, i, i, i, i, i
> CCOC(=O)c1c(C2CC2)csc1NC(=O)COC(=O)c1cnc(Cl)c(Cl)c1
  i, i, i, i, i, i, i, i, i, i, i
> O=C(Nc1ccn(C2CC(OC(=O)c3ccccc3)C(CO)O2)c(=O)n1)c1ccccc1 (configuration not stated)
  i, i, i, i, i, i, i, i, i, i, i
> Clc1ccc(-n2nnnc2-c2ccno2)cc1
  i, i, i, i, i, i, i, i, i, i, i
> C/C(=N/NC(=O)CCc1c(C)n[nH]c1C)c1cccc([N+](=O)[O-])c1
  i, i, i, i, i, i, i, i, i, i, i

Next section
The line under a structure holds: TRPC4 inh, ANO1 activ, TRPC4 PAM, RGS4 block, MrgX1 antagonist, ANO1 block, TRPC4 act, TRPC6 activator, MrgX1 allo act, TRPC6 inhibitor, MrgX1 agonist
> O=Cc1ccc(O)cc1O
  i, i, i, i, i, i, i, i, i, i, i
> COc1ccc(CC(C)CC(=O)NCCc2ccc(OC)c(OC)c2)cc1 (configuration not stated)
  i, i, i, i, i, i, i, i, i, i, i
> CC(C)(C)C(=O)c1cnc(Nc2ccccc2)s1
  i, i, i, i, i, i, i, i, i, i, i
> O=C(Cn1c(=O)c2cccn2c2cccnc21)NCCCN1CCN(c2ccc(F)cc2)CC1
  i, i, i, i, i, i, i, i, i, i, i
